Screens: PubChem BioAssay, Sanford-Burnham Center for Chemical Genomics
hIAP block: human IAP inhibitors, primary screen, biochemical, luminescence, uHTS | Intestinal-type alkaline phosphatase (Homo sapiens), P09923 | purified IAP, CDP-Star luminescence, 30 min | inhibition, % at 10 µM | 330,000 tested, 0.12% active;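 active = inhibition reaching a set limit with compound at 10 µM in the primary screen, cut at about 35% in these data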;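 also: plate controls were DMSO wells with enzyme for no effect and no-enzyme buffer wells for full effect; values of inactives mirror those of a sister screen read the other way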
Target sequence (P09923 whole entry, looked up): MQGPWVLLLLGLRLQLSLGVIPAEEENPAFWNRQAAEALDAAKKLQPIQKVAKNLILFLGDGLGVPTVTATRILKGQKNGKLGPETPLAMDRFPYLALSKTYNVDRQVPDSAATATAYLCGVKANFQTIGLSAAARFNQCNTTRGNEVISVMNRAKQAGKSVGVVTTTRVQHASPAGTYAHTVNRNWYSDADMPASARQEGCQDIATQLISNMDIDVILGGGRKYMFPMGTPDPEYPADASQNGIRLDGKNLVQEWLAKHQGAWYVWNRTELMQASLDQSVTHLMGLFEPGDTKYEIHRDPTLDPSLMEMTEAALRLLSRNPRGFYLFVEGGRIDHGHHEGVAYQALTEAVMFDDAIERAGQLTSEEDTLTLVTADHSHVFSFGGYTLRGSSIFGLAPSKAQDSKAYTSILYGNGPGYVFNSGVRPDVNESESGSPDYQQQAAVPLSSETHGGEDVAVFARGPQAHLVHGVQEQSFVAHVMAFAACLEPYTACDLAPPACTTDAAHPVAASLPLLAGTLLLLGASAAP
A3G deaminase: APOBEC3G DNA deaminase inhibitors, primary screen, biochemical, fluorescence, single-stranded DNA substrate, uHTS; DNA dC->dU-editing enzyme APOBEC-3G (Homo sapiens), Q9HC16; recombinant A3G, ssDNA deamination FAM/TAMRA fluorescence; inhibition, % at 20 µM; 330,000 tested, 0.28% active; AID 493012, 2011;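 active = inhibition of at least 40% at 20 µM, with no more than 30% in the related APOBEC3A deaminase screen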;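 also: plate controls were DMSO wells with A3G for no effect and wells lacking A3G enzyme for full effect; some compounds called inactive have numbers as strong as hits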
NR3A LBD binder: binders of NR3A ligand-binding domain, primary screen, biophysical, differential scanning fluorimetry, uHTS; AID 1259313, 2017; 340,000 tested, 2.5% active; Tm shift relative to glycine control, % at 25 µM; NR3A LBD differential scanning fluorimetry, Tm shift; 0% = protein alone, 100% = glycine-bound protein;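 active = melting temperature shift of at least 10% of the positive control shift, at one fixed dose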
mIAP block: inhibitors of mouse IAP, primary screen, biochemical, luminescence, uHTS. intestinal alkaline phosphatase [Mus musculus]. purified mouse IAP, CDP-Star luminescence, 30 min. inhibition, % at 10 µM. 330,000 tested, 0.2% active. AID 2806, 2010;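 active = inhibition of at least 40% at 10 µM in the primary screen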;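 also: plate controls were DMSO with enzyme for no effect and no enzyme wells for full effect; values of inactives mirror those of a sister screen read the other way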
beta cell repl: inducers of MIN6 beta-cell proliferation, primary screen, ATP luminescence, uHTS. proliferation, % at 10 µM. AID 2380, 2010. 330,000 tested, 0.29% active. MIN6 cells proliferation, ATPlite luminescence, 48 h; cells starved in 0.2% serum; 100% = growth in 10% serum;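 active = compounds whose signal lies at least 3.5 SD above the mean of all wells on their plate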;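 also: 0% = DMSO-treated cells in low-serum medium and 100% = 10% serum control; some compounds called inactive have numbers as strong as hits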
hIAP act: human IAP activators, primary screen, biochemical, luminescence, uHTS | purified human IAP, CDP-Star luminescence, 30 min; stronger effect = higher value; 1 = vehicle-only enzyme, 0 = enzyme-free background | activation factor at 10 µM | AID 2524, 2010 | Intestinal-type alkaline phosphatase (Homo sapiens), P09923 | 330,000 tested, 0.16% active;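 active = activation factor of the enzyme at least 2-fold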; also: the source names both 10 and 20 µM as test concentration; values of inactives mirror those of a sister screen read the other way
mIAP act: activators of mouse IAP, primary screen, biochemical, luminescence, uHTS | intestinal alkaline phosphatase [Mus musculus] | muIAP, CDP-Star luminescence, 30 min; stronger effect = higher value; 1 = vehicle-only enzyme signal, 0 = enzyme-free wells | activation factor at 10 µM | 330,000 tested, 0.24% active;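 active = activation factor of at least 2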; also: the source names both 10 and 20 µM as test concentration; values of inactives mirror those of a sister screen read the other way
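Assay system: mouse IAP enzyme; reagent: chemiluminescent substrate CDP-Star; dosing: test compounds delivered from DMSO solution; schedule: 30 min at room temperature; measured by: luminescence from enzymatic CDP-Star hydrolysis; controls: DMSO-only wells and no-enzyme negative control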
A3A deaminase: APOBEC3A ssDNA deaminase inhibitors, primary screen, selectivity assay for APOBEC3G inhibitor project, biochemical, FAM/TAMRA oligo cleavage fluorescence; DNA dC->dU-editing enzyme APOBEC-3A (Homo sapiens), P31941; recombinant A3A, FAM/TAMRA ssDNA deamination fluorescence; inhibition, % at 20 µM; 330,000 tested, 0.41% active; AID 493011, 2011;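 active = at least 40% inhibition at 20 µM here, with at most 30% in a related deaminase screen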;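 also: plate controls were A3A with DMSO for no effect and wells lacking A3A enzyme for full effect; some results filed as inactive read as strong as hits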
Target sequence (P31941 whole entry, looked up): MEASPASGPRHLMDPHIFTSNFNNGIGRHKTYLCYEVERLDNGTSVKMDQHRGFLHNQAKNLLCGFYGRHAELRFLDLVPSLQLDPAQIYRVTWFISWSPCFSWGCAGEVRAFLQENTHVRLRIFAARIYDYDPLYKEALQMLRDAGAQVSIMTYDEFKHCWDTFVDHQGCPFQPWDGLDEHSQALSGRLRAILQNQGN
MPTP inh: mitochondrial permeability transition pore inhibitors, primary screen, biochemical, isolated mouse mitochondria, absorbance | inhibition, % at 10 µM | 360,000 tested, 1.4% active | Ca2+ swelling absorbance, 30 min;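 active = inhibition of 50% or more, scaled per plate between neutral and stimulator controls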;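 also: 0% = DMSO wells given calcium and 100% = 1 mM EGTA wells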
* = called active by the depositor; . = not tested or not shown. The list is partial. The share of hits here may be higher or lower than overall.

SMILES	hIAP block	A3G deaminase	NR3A LBD binder	mIAP block	beta cell repl	hIAP act	mIAP act	A3A deaminase	MPTP inh
Cc1cc(C=C2C(=O)N(C)C(=S)N(C)C2=O)c(C)n1C1CCCC1	-8	-3	-4	9	-5	1.1	0.91	3	1.1
Cc1cc(C(=O)NP(=O)(N2CCOCC2)N2CCOCC2)c(C)n1C1CC1	-21	-2	-2	-16	-1	1.2	1.2	-6	0.9
Clc1ccc(N2CCN(Cc3ccccc3Cl)CC2)cc1	-22	-4	0	-16	-2	1.2	1.2	-2	2.8
COc1ccc(F)cc1C(=O)C1CCCN(Cc2ccc(O)cc2)C1 (stereo not drawn)	-37	-5	-2	-6	-2	1.4	1.1	-2	0.4
CSc1ccc(C(=O)C(C)(C)N2CCOCC2)cc1	13	-4	0	15	4	0.87	0.85	-3	0.1
NP(=O)(Oc1ccc(Cl)cc1)Oc1ccc(Cl)cc1	-1	-2	1	-2	0	1	1	1	1.2
O=C(C1c2ccccc2C(=O)N2CCc3ccccc3C12)N1CCC2(CC1)OCCO2 (stereo not drawn)	3	-7	0	-2	-3	0.97	1	-3	-0.7
O=C(c1ccc2c(c1)N(Cc1ccccc1)CCS2)N1CCC2(CC1)OCCO2	-4	-5	0	-2	1	1	1	-4	-0.3
CC1=NN(Cc2c[nH]c3ccccc23)C(C)(C)C1	-1	-4	0	3	-2	1	0.97	-1	0.0
C=CCn1c(O)c(C(C)=O)c(=O)[nH]c1=O (tested in a mixture with another compound)	9	3	-1	9	0	0.91	0.91	4	2.7
COc1cccc(-n2c(/C=C/c3ccc(O)c(O)c3)nc3ccccc3c2=O)c1	18	-4	2	18	-5	0.82	0.82	5	1.4
O=C(COc1ccc2ccccc2c1)N1CCN(Cc2ccncc2)CC1	-31	5	-2	-2	-3	1.3	1	-3	-0.6
CN(C)C(=O)Oc1ccc([N+](=O)[O-])cc1	-1	-4	2	3	-1	1	0.97	0	0.5
CC(C)NS(=O)(=O)c1ccc(OCC(=O)N2CCN(Cc3ccccc3)CC2)c(Cl)c1	-14	11	-16	0	-1	1.1	1	2	-0.8
Cc1nc2c(c(=O)[nH]1)C(c1ccc([N+](=O)[O-])cc1)c1c(c3ccccc3oc1=O)O2 (stereo not drawn)	-4	-8	-2	12	-3	1	0.88	-4	.
CCOP(=O)(OCC)c1cc(CC)ccc1O	4	-3	0	4	-2	0.96	0.96	-1	2.5
CCN1CCN(c2nc3ccccc3s2)CC1	-9	1	0	-3	-1	1.1	1	-3	-1.3
Cc1nc2ccccc2n1C1CCN(Cc2nnnn2CCc2ccccc2)CC1	4	-7	-1	-1	0	0.96	1	-5	1.7
O=c1c2ccccc2nc(CN2CCOCC2)n1-c1ccccc1F	14	-5	0	0	6	0.86	0.99	-2	2.0
O=C(Nc1ccccc1)OC1CN=C(N[N+](=O)[O-])NC1 (stereo not drawn)	5	0	-3	1	-3	0.95	0.99	2	-0.9
CC1=CC(=C2C(=O)NC(=S)NC2=O)C=C(C(F)(F)F)N1Cc1ccccc1	6	-11	0	3	-2	0.94	0.97	2	15
CC(Cc1cccs1)NCc1ccccc1 (stereo not drawn)	-12	0	0	-10	-4	1.1	1.1	-2	6.2
Cc1cccc(N2C(=O)NC(=O)/C(=C\c3cc(C)n(-c4sc5c(c4C#N)CCCC5)c3C)C2=O)c1C	-9	4	-3	8	-4	1.1	0.92	5	9.4
CCOC(=O)C1=C(N)OC2=C(C(=O)CCC2)[C@]12C(=O)N(CC(N)=O)c1ccccc12	2	-2	1	-3	-2	0.98	1	0	1.3
C=CCn1c(O)c(C(CC)=NCCc2ccccc2)c(=O)[nH]c1=O	5	0	1	8	-4	0.95	0.92	4	2.6
COc1ccccc1-n1c(-c2ccccc2)nc2ccccc2c1=O	-6	-4	2	-8	3	1.1	1.1	-4	1.4
CN(C)C(=O)Oc1c(Cl)cc(Cl)c2ccccc12	5	-9	1	1	-2	0.95	0.99	-4	2.7
O=c1c2ccccc2nc(/C=C/c2ccc([N+](=O)[O-])o2)n1-c1ccc(O)cc1	19	2	0	12	-5	0.81	0.88	10	0.1
CC(=O)[C@@]1(O)CC[C@H]2[C@@H]3CC=C4C[C@@H](O)CC[C@]4(C)[C@H]3CC[C@@]21C	-2	-7	1	2	1	1	0.98	-4	-1.4
CNc1cc(N2CCN(C)CC2)ccc1[N+](=O)[O-]	-12	-4	0	3	1	1.1	0.97	-1	-1.5

The last four entries of the part above lead into the next:
SMILES	hIAP block	A3G deaminase	NR3A LBD binder	mIAP block	beta cell repl	hIAP act	mIAP act	A3A deaminase	MPTP inh
CN(C)C(=O)Oc1c(Cl)cc(Cl)c2ccccc12	5	-9	1	1	-2	0.95	0.99	-4	2.7
O=c1c2ccccc2nc(/C=C/c2ccc([N+](=O)[O-])o2)n1-c1ccc(O)cc1	19	2	0	12	-5	0.81	0.88	10	0.1
CC(=O)[C@@]1(O)CC[C@H]2[C@@H]3CC=C4C[C@@H](O)CC[C@]4(C)[C@H]3CC[C@@]21C	-2	-7	1	2	1	1	0.98	-4	-1.4
CNc1cc(N2CCN(C)CC2)ccc1[N+](=O)[O-]	-12	-4	0	3	1	1.1	0.97	-1	-1.5
COc1ccc(OC)c(N2C(=O)NC(=O)/C(=C/c3ccc([N+](=O)[O-])s3)C2=O)c1	3	13	-6	35	-7	0.97	0.65	24	-0.8
c1cncc(CNC2=NCCC2)c1	-10	-4	0	4	1	1.1	0.96	-3	-0.2
COC(=O)C1=C(c2ccc(F)cc2F)C[C@@H]2CC[C@H]1N2C(=O)NC1CCCCC1	2	-3	0	14	0	0.98	0.86	2	0.3
O=c1[nH]c(O)c(C=Nc2ccc(Cl)c(C(F)(F)F)c2)c(=O)[nH]1	15	-6	2	4	-3	0.85	0.96	0	-0.5
Cc1cc(=O)oc2c(C)c(OCC(=O)N3CCC(C(=O)O)(c4ccccc4)CC3)ccc12	-6	-1	-5	-2	-3	1.1	1	3	0.0
CC(NC(=O)Oc1ccccc1)C(c1cccs1)N1CCOCC1 (stereo not drawn)	-26	-5	-1	0	-1	1.3	1	-1	-1.4
CC[n+]1c(SC)ccc2cc(OC)ccc21	-3	-8	-1	4	0	1	0.96	-4	1.1
CCCOC(=O)c1ccccc1C(=O)OCCC	5	-10	3	11	7	0.95	0.89	-4	0.9
COc1ccccc1CCNC1C2CC3CC(C2)CC1C3 (stereo not drawn)	-4	-3	-2	-2	2	1	1	-1	1.4
COc1ccc(OCC#CCN2CCNCC2)cc1	-11	-1	0	-3	-1	1.1	1	2	-0.1

Shown as labelled records: entries from further up.
SMILES: CC[n+]1c(SC)ccc2cc(OC)ccc21
  hIAP block = -3
  A3G deaminase = -8
  NR3A LBD binder = -1
  mIAP block = 4
  beta cell repl = 0
  hIAP act = 1
  mIAP act = 0.96
  A3A deaminase = -4
  MPTP inh = 1.1
SMILES: CCCOC(=O)c1ccccc1C(=O)OCCC
  hIAP block = 5
  A3G deaminase = -10
  NR3A LBD binder = 3
  mIAP block = 11
  beta cell repl = 7
  hIAP act = 0.95
  mIAP act = 0.89
  A3A deaminase = -4
  MPTP inh = 0.9
SMILES: COc1ccccc1CCNC1C2CC3CC(C2)CC1C3 (stereo not drawn)
  hIAP block = -4
  A3G deaminase = -3
  NR3A LBD binder = -2
  mIAP block = -2
  beta cell repl = 2
  hIAP act = 1
  mIAP act = 1
  A3A deaminase = -1
  MPTP inh = 1.4

Next structures.
SMILES	hIAP block	A3G deaminase	NR3A LBD binder	mIAP block	beta cell repl	hIAP act	mIAP act	A3A deaminase	MPTP inh
COc1ccc(CCn2c(O)c(/C=N/NC(=O)c3ccncc3)c(=O)[nH]c2=O)cc1OC	-59	-7	0	20	0	1.6	0.8	0	-0.4
CCOC(=O)c1[nH]ncc1CN1CCCC(C(=O)c2cccc(Cl)c2)C1 (stereo not drawn)	-12	-2	0	12	2	1.1	0.88	1	2.9
O=C(COc1ccc2ccc(=O)oc2c1)N1CCC(C(=O)O)(c2ccccc2)CC1	6	-8	-2	5	-3	0.94	0.95	-2	-0.9
CN1C(=O)N(C)C(=O)C(CCc2ccncc2)(Cc2ccc3c(c2)OCO3)C1=O	4	0	0	-1	-1	0.96	1	1	-0.2
O=[N+]([O-])c1ccc(C2[C@H]3C(c4ccccc4)=NC4(CCCC4)N23)cc1 (stereo partly drawn)	7	2	0	-1	-4	0.93	1	1	-0.6
Cc1nc2c(c(=O)[nH]1)C(c1ccccc1Cl)c1c(c3ccccc3oc1=O)O2 (stereo not drawn)	3	-7	0	-3	-2	0.97	1	-2	.
CC(=O)N1N=C2C3CCN(CC3)C2C1c1ccccc1 (stereo not drawn)	32	-5	-1	-18	1	0.68	1.2	-4	-0.3
FC(F)(F)Oc1ccc(C2NCc3ccccc3-n3cccc32)cc1 (stereo not drawn)	-4	-8	3	4	-3	1	0.96	-3	0.9
C[C@]12CCC3C(CC[C@H]4C[C@@H](O)CC[C@]34C)C1C[C@@H](N)[C@@H]2O (stereo partly drawn)	-4	-4	2	-21	1	1	1.2	2	-0.7
CCc1ccccc1N1C(=O)CC(=O)NC1=O	8	-11	0	-3	2	0.92	1	-1	-1.8
